Bioassay records: PubChem, Emory University Molecular Libraries Screening Center
14-3-3 PPI – modulators of 14-3-3 gamma protein binding, primary screen, biochemical, fluorescence polarization; 160,000 tested, 0.19% active; AID 422, 2006; inhibition, % at 40 µM; 14-3-3 protein gamma (Homo sapiens), P61981; FP, 14-3-3gamma / TMR-pS259-Raf peptide binding; in the data active = inhibition above about 30%;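 note: 0% = protein plus tracer without compound and 100% = blank with tracer alone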
Target sequence (P61981 whole entry, looked up): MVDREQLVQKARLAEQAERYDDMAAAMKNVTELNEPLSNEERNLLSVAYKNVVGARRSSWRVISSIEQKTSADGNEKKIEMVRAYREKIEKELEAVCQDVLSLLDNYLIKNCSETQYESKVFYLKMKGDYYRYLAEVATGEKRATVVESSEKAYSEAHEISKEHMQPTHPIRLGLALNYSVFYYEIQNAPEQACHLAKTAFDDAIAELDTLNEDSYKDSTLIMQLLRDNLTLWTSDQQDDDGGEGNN
* = called active by the depositor; & = joins results of further samples. Some of the compounds tested, so the mix of outcomes need not match the whole.

14-3-3 PPI | smiles
-5 | CCC(=O)OC1=C(C)C2C3C(=O)N(c4ccccc4F)C(=O)C3C1(C)C1C(=O)N(c3ccccc3F)C(=O)C21 (configuration not stated)
-4 | O=C(Nc1ccc(N2CCN(C(=O)c3ccco3)CC2)c(Cl)c1)c1cccs1
-20 | O=C1c2ccccc2C(=O)N1CC(=O)n1c2c(c3ccccc31)CCCC2
-6&-5 | Cc1ccc(/C(O)=C2\C(=O)C(=O)N(CCN(C)C)C2c2ccccc2F)cc1 (configuration not stated)
3 | O=C(Nc1ccc(F)cc1F)N1CCCCC1c1cccnc1 (configuration not stated)
-5 | CCOC(=O)c1c(NC(=O)CNC2CCCc3c2[nH]c2ccc([N+](=O)[O-])cc32)sc2c1CCCC2 (configuration not stated)
-7 | O=c1c2ccccc2n(Cc2ccc(Cl)cc2)c(=O)n1Cc1ccco1
-12 | CCOc1ccc2c(c1)C(C)=CC(C)(C)N2C(=O)CN1C(=O)c2ccccc2C1=O
-12 | O=C(Nc1ccc(Br)c(Cl)c1)c1ccco1
-15 | CSc1ccccc1Sc1cc(C(=O)O)c2ccccc2n1
-10 | COCCOC(=O)C1=C(N)OC2=C(C(=O)CCC2)C1c1ccccc1 (configuration not stated)
-41 | CCOc1ccc(NS(=O)(=O)c2ccc3[nH]cc(C(=O)NC4CCC(C)CC4)c(=O)c3c2)cc1 (configuration not stated)
0&0 | COc1ccc(-c2c(C)n([O-])c3c([n+]2=O)CCC3)cc1OC
-4 | CCOCCCNC(=O)c1[nH]c(C)c(C(C)=O)c1C
2 | N#Cc1c(N)nc2c(c1-c1ccncc1)CCCCCC2
12 | COc1ccc(CCNC2CC(=O)N(c3ccc(F)cc3)C2=O)cc1OC (configuration not stated)
-1 | CC1CCCCC1NC(=O)CN1C(=O)CSc2ccccc21 (configuration not stated)
-20 | O=C(c1ccc(Cn2c(=S)[nH]c3cc4c(cc3c2=O)OCO4)cc1)N1CCC(N2CCCCC2)CC1
-1 | CCOc1ccc(C(=O)OCn2nnc3ccccc3c2=O)cc1OC
4 | Cc1ccc(C)c(NC(=O)c2cc(S(=O)(=O)N3CCCCCC3)ccc2F)c1
-9 | O=C(NCCc1ccc(Cl)cc1)c1ccc(CNS(=O)(=O)c2ccc(F)cc2)cc1
4 | C=CCn1c(SCC(=O)Nc2ccc(Br)cc2)nnc1-c1cccs1
-3 | Cc1cccc(OCC(=O)Nc2sc3c(c2C(=O)OC(C)C)CCCC3)c1C
-2 | COc1ccccc1-c1c(C(F)(F)F)oc2c(CN3CCOCC3)c(O)ccc2c1=O
-16 | CN(CCC#N)S(=O)(=O)c1ccc2[nH]cc(C(=O)NCc3ccco3)c(=O)c2c1
6 | ClC1(Cl)CC1CSc1ccccc1 (configuration not stated)
-15 | CC1CCN(CCCNC(=O)CSc2cc(=O)n(C)c3cc(Cl)ccc23)CC1
-5 | C=CCNc1nc(N2CCOCC2)c(C#N)c2c1CN(C)CC2
-1 | Fc1ccccc1C1C=C(c2ccccc2OC(F)F)Nc2nnnn21 (configuration not stated)
-16 | CCC(C)c1ccc2oc(-c3ccc(NC(=O)c4ncn[nH]4)cc3)nc2c1 (configuration not stated)
-18 | CCN1C(=O)c2cccc3c(NC(=O)c4ccc(S(=O)(=O)N5CCOCC5)cc4)ccc1c23
-1 | COc1cc2c(=O)n(CC3CCCO3)c(=O)n(CC(=O)Nc3cccc(F)c3)c2cc1OC (configuration not stated)
-3 | CSc1nnc2c3cc(Br)ccc3n(C)c2n1
0 | CCOc1cc(-c2nc3cc(C)ccn3c2NCC2CCCO2)ccc1O (configuration not stated)
-7 | COc1ccc(OC)c2c(C)cc(NCCN3CCOCC3)nc12
-4 | O=c1c2ccccc2nc(-c2ccc([N+](=O)[O-])cc2)n1-c1ccc(Oc2ccccc2)cc1
0 | CC(=O)c1cccc(NC(=O)c2cc(-c3ccc(Br)s3)nc3ccccc23)c1
-10 | COc1ccc(OC)c(C2NC(=S)NC(C)=C2C(=O)OCCc2ccccc2)c1 (configuration not stated)
-4 | O=C(C(Sc1ccccc1)c1ccccc1)N1CCN(c2ccccn2)CC1 (configuration not stated)
-7 | Cc1ccc(CN2C(=O)C3C(c4ccccc4Cl)OC4(C(=O)c5ccccc5C4=O)C3C2=O)cc1 (configuration not stated)
1 | Cc1cccc(-n2c3nc(=O)[nH]c(=O)c-3cc3ccccc32)c1C
16 | COCCOC(=O)C1=C(C)NC2=C(C(=O)CC(C)(C)C2)C1c1ccc(OC)c(OC)c1OC (configuration not stated)
-6 | Cc1ccccc1CSCC(=O)NCc1ccccc1Cl
-2 | O=S(=O)(c1cccs1)N1CCN(CC(O)COc2cc(Cl)ccc2Cl)CC1 (configuration not stated)
-2 | CCSc1nnc(NC(=O)c2ccccn2)s1
-1 | FC(F)(F)c1cc(-c2cccs2)nc(NCc2ccc(Cl)cc2)n1
-6 | O=C(NCC12CC3CC(CC(C3)C1)C2)c1cc2n(n1)C(C(F)(F)F)CC(c1ccco1)N2 (configuration not stated)
-6 | CCOC(=O)N1CCN(C(=O)CSCC(=O)Nc2nc(-c3ccc(OC)cc3)cs2)CC1
-17 | COc1cccc(-c2nnc(NC(=O)c3ccc(S(=O)(=O)N(C)c4ccccc4)cc3)o2)c1
-15 | Oc1ccc(-c2nc3cnccn3c2Nc2ccc3c(c2)OCO3)cc1
-4 | O=C1NC(=O)C2C1C1(c3ccccc3)C(=O)C2(c2ccccc2)C(c2ccc3c(c2)OCO3)=C1c1ccc2c(c1)OCO2 (configuration not stated)
-19 | CS(=O)(=O)Nc1ccc(C2=NN(C(=O)c3ccccc3)C(c3ccco3)C2)cc1 (configuration not stated)
-3 | COc1ccc(Cl)cc1NC(=O)c1cnc(Nc2ccccc2OC)c2ccccc12
12 | Cn1c(=O)[nH]c(=O)c2c1nc(SCc1ccc(Cl)cc1)n2CCc1ccccc1
7 | COC(=O)c1ccc(NC(=O)C2CCCO2)cc1 (configuration not stated)
-61 | CC(=O)N1CCc2c(sc(NC(=O)c3ccc(S(=O)(=O)N4CCCCC4)cc3)c2-c2nc3ccccc3s2)C1
-11 | CCOc1cc(C(=O)OCC(=O)NCc2ccco2)cc(OCC)c1OCC
0 | CC(C)CC(C(=O)Nc1ccc(F)cc1)N1C(=O)C2C3CC(C(Br)C3Br)C2C1=O (configuration not stated)
-7 | COc1ccc2[nH]cc(C(=O)CN(C)CCc3ccc(OC)c(OC)c3)c2c1
-3 | Cc1ccc(NC(=O)Cn2cnc3sc(C)c(S(=O)(=O)N4CCC(C)CC4)c3c2=O)c(Br)c1

(more compounds)
14-3-3 PPI | smiles
-1 | O=C(CN1C(=O)c2ccccc2C1=O)N1CCOCCN(C(=O)CN2C(=O)c3ccccc3C2=O)CCOCC1
8 | NCCc1c(C(=O)O)[nH]c2ccc(S(N)(=O)=O)cc12
1 | CCOc1ccc(C2=CC(c3cc(OC)c(OC)c(OC)c3)n3nnnc3N2)cc1 (configuration not stated)
-2 | COc1ccc(OC)c(NC(=O)CSc2nccn2-c2ccc(Cl)cc2)c1
-63 | COc1ccc(NC(=O)c2c(NCc3cccnc3)sc3c2CCC(C)C3)c(OC)c1 (configuration not stated)
-13 | Cc1ccc2nc(NC(=O)CCNS(=O)(=O)c3cccs3)sc2c1
8 | CCOC(=O)Cn1cc(C(=O)c2ccco2)c2ccccc21
-33 | O=C(COC(=O)CSc1nc2ccccc2s1)Nc1cccc2ccccc12
-5 | Cc1nn(C(C)(C)C)c(OC(=O)c2ccc3c(c2)OCO3)c1Sc1ccccc1
2 | Cc1ccc(-c2nn(C)c(=O)c3ccccc23)cc1CN1CCOCC1
-8 | COc1cccc(C(=O)N2CCN(C3CCC(c4ccccc4)CC3)CC2)c1 (configuration not stated)
2 | CN1CCN(c2oc(-c3cccs3)nc2S(=O)(=O)c2ccccc2)CC1
0 | CCOc1ccc(N2CC(C(=O)Nc3cccc(OC)c3)CC2=O)cc1 (configuration not stated)
-3 | CCOc1ccc(N2C(=O)c3cccnc3C2=O)cc1
3 | O=C(CN1CCCC1)Nc1c(C(=O)C2CC2)oc2ccc(Cl)cc12
-14 | COc1cccc2sc(NC(=O)c3ccc([N+](=O)[O-])s3)nc12
-1 | O=C(CCN1C(=O)C2C3C=CC(C3)C2C1=O)NC(c1ccccc1)c1ccccc1 (configuration not stated)
-3 | CC1=CCC2C(=O)N(c3nc(C)cc(C)n3)C(=O)C2C1 (configuration not stated)
-12 | Cc1cc(N)n(Cc2ccccc2)n1
-9 | CCOc1cccc(C(=O)Nc2cccc(-c3nc4cc(C)cc(C)c4o3)c2)c1
-8 | CCOC(=O)c1sc(NC(=O)CSc2ncn(-c3ccccc3)n2)nc1C
17 | O=C(c1ccc(NS(=O)(=O)c2ccccc2)cc1)N1CCN(Cc2ccc3c(c2)OCO3)CC1
-3 | Cc1ccc(S(=O)(=O)N(C)CCCC(=O)Nc2nccs2)cc1
0 | COc1ccc2c(c1)c(CC(=O)Nc1ccc(Cl)cn1)c(C)n2C(=O)c1ccc(Cl)cc1
1 | N#Cc1ccc(NC(=O)CN2C(=O)NC(Cc3ccccc3)C2=O)cc1 (configuration not stated)
10 | CCOC(=O)c1c(NC(=O)c2ccccc2F)sc(C(=O)Nc2ccccc2C)c1C
-10 | O=C1C2C=CC=CC2=NC(=S)N1CCN1CCC(=C(c2ccc(F)cc2)c2ccc(F)cc2)CC1 (configuration not stated)
-20 | COc1ccc2oc(=Nc3cccc(C)c3)c(-c3nc4ccccc4[nH]3)cc2c1
-7 | CC12CC(NC(=S)N1c1ccc3c(c1)OCO3)c1cc(Cl)ccc1O2 (configuration not stated)
1 | O=c1c2sccc2n(Cc2ccc(F)cc2)c(=O)n1-c1ccccc1
-30 | CCC1Oc2ccc(Cl)cc2N(CC(=O)NCc2ccc(C)cc2)C1=O (configuration not stated)
-22 | CCCOc1ccc(C(=O)Nc2ccc(NC(=O)c3ccc(Br)cc3)cc2)cc1
-5 | CCC1CCc2c(sc(NC(=O)c3cnccn3)c2C(=O)OC)C1 (configuration not stated)
-1 | Cc1ccc2ccc(C(Nc3ccccn3)c3ccccc3Cl)c(O)c2n1 (configuration not stated)
0 | COc1ccc(N(C(=O)Cn2cccc([N+](=O)[O-])c2=O)C2(C(=O)Nc3c(C)cccc3C)CCCCC2)cc1
-7 | O=C(CCC(=O)N1CCN(C2CCCCC2)CC1)Nc1nnc(C(F)(F)F)s1
-8&0 | CCOC(=O)C(NC(=O)c1ccccc1)(N1CCCC1=O)C(F)(F)F (configuration not stated)
2 | Cn1c(=O)oc2ccc(C(=O)CSc3nnnn3-c3ccccc3)cc21
0 | Cc1cccc(C(=O)Nc2c3c(nn2-c2ccc([N+](=O)[O-])cc2)CSC3)c1
10 | Cc1cccc(C)c1NC(=O)Cn1nnc(-c2ccc(N3CCOCC3)cc2)n1
-190 | N#Cc1c(-c2cccc(Cl)c2)c(C#N)c2nc3ccccc3n2c1N
-5 | CCOc1cccc2c1OC13CCCC1C2NC(=S)N3c1ccccc1 (configuration not stated)
1 | O=C(c1cc(S(=O)(=O)N2CCCCC2)c(Cl)cc1N1CCOCC1)N1CCOCC1
-1 | COc1ccc(-c2cc(C(F)(F)F)n3nc(C(=O)NC4=NCCS4)cc3n2)cc1
-10 | Cc1cc(C(=O)Nc2ccc([N+](=O)[O-])cn2)ccc1[N+](=O)[O-]
-5 | CCOc1ccc(OCC)c(NC(=O)CN(c2ccc(C)cc2)S(=O)(=O)c2c(C)noc2C)c1
-3 | CCCc1[nH]nc2c1C(c1cccc(OC(=O)c3ccco3)c1)C(C#N)=C(N)O2 (configuration not stated)
-10 | C=CCOC(=O)Oc1ccc2c(=O)c(Oc3ccccc3C(C)C)coc2c1
-2 | N#CCCNc1ccccc1C(=O)O
-29 | O=c1c2cc(N3CCOCC3)ccc2nc(SCc2cc(=O)n3ccccc3n2)n1CCc1ccccc1
0 | Cc1ccc(S(=O)(=O)N(CC(=O)NC(C)c2ccccc2)c2ccccc2C)cc1 (configuration not stated)
4 | O=C(Oc1ccccc1NC1=NS(=O)(=O)c2ccccc21)c1ccccc1Br
3 | O=C(COc1ccc(S(=O)(=O)NC2CCCC2)cc1)N1CCCCCC1

Exported in markdown: entries from further up.
| mol | 14-3-3 PPI |
| --- | --- |
| CCC(=O)OC1=C(C)C2C3C(=O)N(c4ccccc4F)C(=O)C3C1(C)C1C(=O)N(c3ccccc3F)C(=O)C21 (configuration not stated) | -5 |
| O=C(Nc1ccc(N2CCN(C(=O)c3ccco3)CC2)c(Cl)c1)c1cccs1 | -4 |
| O=C1c2ccccc2C(=O)N1CC(=O)n1c2c(c3ccccc31)CCCC2 | -20 |
| Cc1ccc(/C(O)=C2\C(=O)C(=O)N(CCN(C)C)C2c2ccccc2F)cc1 (configuration not stated) | -6&-5 |
| O=C(Nc1ccc(F)cc1F)N1CCCCC1c1cccnc1 (configuration not stated) | 3 |
| CCOC(=O)c1c(NC(=O)CNC2CCCc3c2[nH]c2ccc([N+](=O)[O-])cc32)sc2c1CCCC2 (configuration not stated) | -5 |
| O=c1c2ccccc2n(Cc2ccc(Cl)cc2)c(=O)n1Cc1ccco1 | -7 |
| CCOc1ccc2c(c1)C(C)=CC(C)(C)N2C(=O)CN1C(=O)c2ccccc2C1=O | -12 |
| O=C(Nc1ccc(Br)c(Cl)c1)c1ccco1 | -12 |
| CSc1ccccc1Sc1cc(C(=O)O)c2ccccc2n1 | -15 |
| COCCOC(=O)C1=C(N)OC2=C(C(=O)CCC2)C1c1ccccc1 (configuration not stated) | -10 |
| CCOc1ccc(NS(=O)(=O)c2ccc3[nH]cc(C(=O)NC4CCC(C)CC4)c(=O)c3c2)cc1 (configuration not stated) | -41 |
| COc1ccc(-c2c(C)n([O-])c3c([n+]2=O)CCC3)cc1OC | 0&0 |
| CCOCCCNC(=O)c1[nH]c(C)c(C(C)=O)c1C | -4 |
| N#Cc1c(N)nc2c(c1-c1ccncc1)CCCCCC2 | 2 |
| COc1ccc(CCNC2CC(=O)N(c3ccc(F)cc3)C2=O)cc1OC (configuration not stated) | 12 |
| CC1CCCCC1NC(=O)CN1C(=O)CSc2ccccc21 (configuration not stated) | -1 |
| O=C(c1ccc(Cn2c(=S)[nH]c3cc4c(cc3c2=O)OCO4)cc1)N1CCC(N2CCCCC2)CC1 | -20 |
| CCOc1ccc(C(=O)OCn2nnc3ccccc3c2=O)cc1OC | -1 |
| Cc1ccc(C)c(NC(=O)c2cc(S(=O)(=O)N3CCCCCC3)ccc2F)c1 | 4 |
